Bioassay records from PubChem BioAssay.
TMEM16A act: mouse TMEM16A channel activation, primary screen; Q8BHY3; HEK293 TMEM16A/YFP-H148Q/I152L, iodide quench fluorescence; stronger effect = lower value; B-score at 10 µM; 0.3% of 340,000 active; AID 623877;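 active = fluorescence-ratio B-score plate-corrected deviation score at least 3 library SD below zero, with starting fluorescence score within 5 deviations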;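 note: channel opened by trigger with iodide after compound preincubation; score built on the fluorescence ratio of max minus min over baseline; more negative score means more quench and so TMEM16A activation or potentiation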
ANO1 block: blocks the mouse calcium-activated chloride channel TMEM16A. HEK293 TMEM16A/YFP iodide influx fluorescence, ionomycin. normalized B-score (activity score, 25-100; higher = stronger inhibition) at 10 µM. 1.2% of 310,000 active. AID 588511;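 active = ratio plate-corrected score three or more library SD toward inhibition, starting fluorescence score within five deviations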;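 note: score derived from kinetic fluorescence span divided by baseline fluorescence per well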
TRPC4 PAM: allosteric potentiators of mouse TRPC4 channel; HEK293 TRPC4beta/mu-opioid, DAMGO EC20, Fluo-4 Ca2+ flux; stronger effect = higher value; 0.42% of 310,000 active; B-score at 10 µM;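 active = B-score of calcium response area above 5 SD of library B-scores, with initial fluorescence ratio within 5 SD of library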;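 note: B-score of integrated fluorescence ratio over time as area under calcium response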
HDAC3 inhib: blocks human histone deacetylase 3; O15379; recombinant HDAC3, fluorogenic peptide/trypsin coupled, fluorescence; inhibition, % at 8.3 µM; 0.15% of 320,000 active; AID 2718; in the data active = inhibition above about 26%, passing the limit was not always enough; inconclusive = no clear call, values can overlap the other calls
Target sequence (O15379 whole entry, looked up): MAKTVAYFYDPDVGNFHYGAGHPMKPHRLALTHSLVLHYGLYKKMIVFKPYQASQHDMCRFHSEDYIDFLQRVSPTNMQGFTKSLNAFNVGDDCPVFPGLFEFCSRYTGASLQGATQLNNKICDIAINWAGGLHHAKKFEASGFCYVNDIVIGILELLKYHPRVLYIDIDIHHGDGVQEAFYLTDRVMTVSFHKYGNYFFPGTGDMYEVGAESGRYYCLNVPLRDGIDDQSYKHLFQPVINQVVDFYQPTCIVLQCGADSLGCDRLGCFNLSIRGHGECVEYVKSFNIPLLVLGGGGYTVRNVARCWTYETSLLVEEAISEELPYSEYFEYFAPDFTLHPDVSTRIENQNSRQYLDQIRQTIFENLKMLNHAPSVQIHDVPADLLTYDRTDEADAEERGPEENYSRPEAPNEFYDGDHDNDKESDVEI
KCNK9 block: inhibitors of human KCNK9 two-pore domain potassium channel; 1.2% of 310,000 active; AID 488922; HEK293 KCNK9, FluxOR thallium flux fluorescence; stronger effect = lower value; B-score at 10 µM; Q9NPC2;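 active = ratio B-score over 3 SD below the library mean, with starting fluorescence within 5 SD of its mean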;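 note: negative B-score means less thallium flux so channel inhibition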
TRPC4 agonist: TRPC4 (mouse) channel activation; Q9QUQ5; 0.49% of 310,000 active; HEK293 TRPC4beta/mu-opioid, Fluo4 calcium fluorescence; stronger effect = higher value; B-score at 10 µM;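 active = B-score above 5 SD of library B-scores, and initial fluorescence ratio not above library mean plus 5 SD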;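 note: positive B-score marks a calcium rise read as TRPC4 activation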
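Material: HEK293 stable line with TRPC4beta plus mu-opioid receptor; technique: Fluo4 calcium-sensitive dye fluorescence, kinetic, 1 Hz baseline; timing: Fluo4 dye loading 45 min at room temperature, 110 s recording; controls: assay buffer as low control, maximal DAMGO as high control; read-out: integrated baseline-normalised fluorescence ratio, converted to per-well B score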
DYRK1A inh: inhibitors of rat Dyrk1A kinase; ADP-Glo luminescence, NFATc1 peptide; inhibition, % at 12.5 µM; 0.43% of 310,000 active; in the data active = inhibition above about 50%;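 note: plate controls were vehicle with enzyme for no effect and no enzyme for full effect; many of its hits are not listed in these tables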
KCNQ1 block: inhibitors of human KCNQ1 potassium channel | P51787 | CHO-K1 KCNQ1, FluxOR thallium flux fluorescence; stronger effect = higher value | B-score at 10 µM | 1.3% of 310,000 active | AID 2642;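 active = compounds whose thallium flux B-score, printed positive for inhibition, exceeds three library SD while starting fluorescence stays within three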;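 note: channel opened by potassium depolarization with thallium stimulus after 20 min compound exposure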
KCNK3 inh: human KCNK3 channel inhibition, primary screen. AID 602410. B-score at 10 µM. 0.84% of 340,000 active. O14649. CHO-KCNK3 thallium flux, FluxOR fluorescence; stronger effect = lower value;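 active = B-score under library mean minus 4 SD, starting fluorescence ratio at most library mean plus 5 SD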;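 note: more negative B-score means stronger inhibition of thallium flux through KCNK3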
Target sequence (O14649 whole entry, looked up): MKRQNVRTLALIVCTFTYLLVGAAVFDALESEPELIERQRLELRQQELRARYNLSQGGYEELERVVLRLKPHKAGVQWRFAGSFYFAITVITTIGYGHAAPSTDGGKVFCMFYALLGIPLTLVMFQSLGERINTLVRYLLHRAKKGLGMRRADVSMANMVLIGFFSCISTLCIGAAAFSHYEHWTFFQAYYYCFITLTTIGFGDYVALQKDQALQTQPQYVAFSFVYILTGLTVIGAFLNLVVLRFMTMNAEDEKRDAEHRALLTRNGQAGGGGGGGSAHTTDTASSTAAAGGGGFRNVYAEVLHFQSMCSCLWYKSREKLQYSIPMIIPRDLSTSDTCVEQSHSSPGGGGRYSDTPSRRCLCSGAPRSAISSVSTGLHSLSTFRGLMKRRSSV
hERG protect: compounds protecting human hERG from proarrhythmic drug block; Q12809; CHO-hERG, FluxOR thallium flux, dofetilide IC70 present; activation (rescue from dofetilide block), less the hit threshold, % at 10 µM; 0.51% of 310,000 active;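 active = activation above the mean of controls blocked by dofetilide plus 5 SD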;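 note: thallium influx through hERG after potassium depolarization seen as dye fluorescence rise; in these data hits start at about 4.7%; inactives centre near -7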
KCNQ1 pot: potentiates or activates the human KCNQ1 potassium channel; CHO-K1 KCNQ1, thallium flux FluxOR fluorescence; stronger effect = higher value; B-score at 10 µM; 0.35% of 310,000 active; AID 2648;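 active = fluorescence ratio B-score, a plate-corrected score, at least three library SD, with initial intensity B-score within 5 SD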
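assay system = KCNQ1-transfected CHO-K1 cells | medium = assay buffer with matched DMSO | probe or stimulus = depolarizing K+/Tl+ stimulus, K2SO4 and Tl2SO4 each 12.5 mM in 5x stock | dosing = single dose | incubation = dye 90 min, compound 20 min, room temperature | detection = kinetic FluxOR fluorescence, 10 s baseline plus 110 s post-stimulus | evaluation = ratio B score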
Active calls of the source: *; i = inactive; ? = inconclusive; . = no result given.

| compound | TMEM16A act | ANO1 block | TRPC4 PAM | HDAC3 inhib | KCNK9 block | TRPC4 agonist | DYRK1A inh | KCNQ1 block | KCNK3 inh | hERG protect | KCNQ1 pot |
| --- | --- | --- | --- | --- | --- | --- | --- | --- | --- | --- | --- |
| CC(C)CN(CC(C)C)C(=O)c1cccc(S(=O)(=O)N2CCc3ccccc32)c1 | i | i | i | -1 | -8.8* | i | 0 | i | -9.7* | -3 | i |
| O=C1CC(C(=O)Nc2ccc(Cl)cc2)S/C(=N\N=C\c2ccco2)N1 (stereo not drawn) | i | i | i | 3 | i | i | 4 | i | i | -14 | i |
| COc1ccc(CC2(CO)CCN(S(=O)(=O)c3c(C)nn(C)c3C)CC2)cc1 | i | i | i | ? | i | i | -1 | i | i | -18 | i |
| CC(=O)Nc1ccccc1OCC(=O)NCC(F)(F)F | i | i | i | 4 | i | i | 2 | i | i | -12 | i |
| OCC[C@H]1C[C@@H](O)[C@H](O)[C@@]2(Cc3ccccc3CCO2)O1 | i | i | . | -8 | . | . | 0 | . | i | . | . |
| CCn1c(NC(=O)C(C)C)c(-c2ccccc2)c(=O)c2ccccc21 | i | i | i | 2 | i | i | . | i | i | -12 | i |
| Cc1cccc(OCC(=O)N2CCN(C(=O)c3cccs3)CC2)c1 | i | i | i | -8 | i | i | 2 | i | i | -5 | i |
| CCOc1nsc(OCC)n1 | i | i | i | 2 | i | i | -4 | i | i | -6 | i |

A draw from above in order of SMILES length, high to low:
| compound | TMEM16A act | ANO1 block | TRPC4 PAM | HDAC3 inhib | KCNK9 block | TRPC4 agonist | DYRK1A inh | KCNQ1 block | KCNK3 inh | hERG protect | KCNQ1 pot |
| --- | --- | --- | --- | --- | --- | --- | --- | --- | --- | --- | --- |
| CCn1c(NC(=O)C(C)C)c(-c2ccccc2)c(=O)c2ccccc21 | i | i | i | 2 | i | i | . | i | i | -12 | i |
| CC(=O)Nc1ccccc1OCC(=O)NCC(F)(F)F | i | i | i | 4 | i | i | 2 | i | i | -12 | i |
| CCOc1nsc(OCC)n1 | i | i | i | 2 | i | i | -4 | i | i | -6 | i |

Back to the main list with the three entries that preceded the break.
Codes – A = TMEM16A act; B = ANO1 block; C = TRPC4 PAM; D = HDAC3 inhib; E = KCNK9 block; F = TRPC4 agonist; G = DYRK1A inh; H = KCNQ1 block; I = KCNK3 inh; J = hERG protect; K = KCNQ1 pot
smiles: CCn1c(NC(=O)C(C)C)c(-c2ccccc2)c(=O)c2ccccc21
  A: i	B: i	C: i	D: 2	E: i	F: i	G: .	H: i	I: i	J: -12	K: i

smiles: Cc1cccc(OCC(=O)N2CCN(C(=O)c3cccs3)CC2)c1
  A: i	B: i	C: i	D: -8	E: i	F: i	G: 2	H: i	I: i	J: -5	K: i

smiles: CCOc1nsc(OCC)n1
  A: i	B: i	C: i	D: 2	E: i	F: i	G: -4	H: i	I: i	J: -6	K: i

smiles: CCOC(=O)c1ccc(NC(=S)N2CCCC(C(=O)N3CCCC3)C2)cc1 (stereo not drawn)
  A: i	B: i	C: i	D: -4	E: i	F: i	G: -3	H: i	I: i	J: -11	K: i

smiles: O=C(Cn1cc([N+](=O)[O-])cn1)NCCc1c[nH]c2ccccc12
  A: i	B: i	C: i	D: -10	E: i	F: i	G: -3	H: i	I: i	J: -5	K: i

smiles: Nc1ccc(C(=O)OCc2ccncc2)cc1[N+](=O)[O-]
  A: i	B: i	C: i	D: 1	E: i	F: i	G: 4	H: i	I: i	J: -11	K: i

smiles: O=C(CCc1nnc2n(Cc3ccc(F)cc3)c(=O)c3ccccc3n12)N1CCN(c2ccccn2)CC1
  A: i	B: i	C: i	D: 2	E: i	F: i	G: .	H: i	I: i	J: -9	K: i

smiles: CC(C)(C)NC(=O)NC(=O)COC(=O)c1ccco1
  A: i	B: i	C: i	D: 0	E: i	F: i	G: 1	H: i	I: i	J: -6	K: i

smiles: Cc1cccc(CN2C(=O)N/C(=C/c3cc(C)n(-c4ccccn4)c3C)C2=O)c1
  A: i	B: i	C: i	D: 15	E: i	F: i	G: 18	H: i	I: i	J: -12	K: i

smiles: COC(=O)N/N=C/c1cc(C)n(-c2ccc(Br)cc2)c1C
  A: i	B: i	C: i	D: 7	E: i	F: i	G: .	H: i	I: i	J: -5	K: i

smiles: Cc1ccc(NC(=S)N2CCC(c3nc4ccccc4s3)CC2)cc1C
  A: i	B: i	C: i	D: -5	E: i	F: i	G: -5	H: i	I: i	J: 0	K: i

smiles: N#Cc1ccc2ccn(CC(=O)NC3CCCCCC3)c2c1
  A: i	B: i	C: i	D: -7	E: i	F: i	G: 2	H: i	I: i	J: -19	K: i

smiles: Cc1cc(C(=O)COC(=O)C(C)NC(N)=O)c(C)n1Cc1ccco1 (stereo not drawn)
  A: i	B: i	C: i	D: -1	E: i	F: i	G: 2	H: i	I: i	J: -14	K: i

smiles: CCC(Sc1nc2c(c(=O)n1CC)SC(C)C2)C(=O)OC (stereo not drawn)
  A: i	B: i	C: i	D: 5	E: i	F: i	G: 1	H: i	I: i	J: -7	K: i

smiles: COc1ccc(OC)c(/C=C/c2c([N+](=O)[O-])c(=O)n(C)c(=O)n2C)c1
  A: i	B: i	C: i	D: 4	E: i	F: i	G: .	H: i	I: i	J: -8	K: i

smiles: CCOC(=O)C1=C(c2ccccc2)NC(N)=NC1c1ccc(OCc2ccc(Cl)cc2)c(OC)c1 (stereo not drawn)
  A: i	B: i	C: i	D: .	E: i	F: i	G: -4	H: i	I: i	J: -11	K: i

smiles: COc1cc2cc(C(c3nnnn3C3CCCC3)N3CCc4ccccc43)c(=O)[nH]c2cc1OC (stereo not drawn)
  A: i	B: i	C: i	D: 10	E: i	F: i	G: -1	H: i	I: i	J: -6	K: i

In the list so far, these have a furan ring, fused or not.
Codes – A = TMEM16A act; B = ANO1 block; C = TRPC4 PAM; D = HDAC3 inhib; E = KCNK9 block; F = TRPC4 agonist; G = DYRK1A inh; H = KCNQ1 block; I = KCNK3 inh; J = hERG protect; K = KCNQ1 pot
smiles: O=C1CC(C(=O)Nc2ccc(Cl)cc2)S/C(=N\N=C\c2ccco2)N1 (stereo not drawn)
  A: i	B: i	C: i	D: 3	E: i	F: i	G: 4	H: i	I: i	J: -14	K: i

smiles: CC(C)(C)NC(=O)NC(=O)COC(=O)c1ccco1
  A: i	B: i	C: i	D: 0	E: i	F: i	G: 1	H: i	I: i	J: -6	K: i

smiles: Cc1cc(C(=O)COC(=O)C(C)NC(N)=O)c(C)n1Cc1ccco1 (stereo not drawn)
  A: i	B: i	C: i	D: -1	E: i	F: i	G: 2	H: i	I: i	J: -14	K: i

These rows are one share of the data, so the mix of outcomes need not match the whole.
